EP2 antag: inhibitors of human EP2 prostaglandin E2 receptor | P43116 | C6 glioma cells expressing human EP2, cAMP TR-FRET; cells stimulated with saturating PGE2 | inhibition, % at 25 µM | 260,000 compounds, 0.52% hits;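 active = percent inhibition above 40 after rounding to a whole number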;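 note: rat C6 glioma host cells with rolipram phosphodiesterase inhibitor present; the protocol text gives 20 µM as final concentration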
CHOP inhibitor: CHOP inhibition in unfolded protein response; inhibition, % at 10 µM; CHO-K1 CHOP-promoter luciferase, tunicamycin-induced, 15-18 h; 220,000 compounds, 3.8% hits;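 active = compounds that reduced the stress-induced luciferase reporter signal by more than about 70% of percent inhibition, limit read from the data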;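 note: 0% = tunicamycin plus vehicle and 100% = wells without tunicamycin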
zfTRPN1 agonist: agonists of zebrafish TRPN1 channel | HEK293 zebrafish TRPN1-YFP, Fluo-8 calcium fluorescence; 100% = response to 87 µM carbachol | activation, % at 3 µM | 220,000 compounds, 0.18% hits;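 active = activation above its plate's cutoff, the mean activation of test wells on that plate plus 3 SD, cut at about 19% in these data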;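 note: 0% = DMSO alone and 100% = 87 µM carbachol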
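Assay system: Zebrafish TRPN1-YFP in HEK293 cells | Incubation: Dye loading 1 h at 37 °C, then 30 min room temperature | Measured by: Kinetic Fluo-8 fluorescence, ex 470-495, em 515-575 nm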
NPY-Y1 antag: antagonists of human neuropeptide Y receptor Y1; HEK293-CNG Y1 cells, membrane potential fluorescence; NPY at EC95, then isoproterenol; inhibition, % at 3.6 µM; 200,000 compounds, 1% hits; AID 1040;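 active = inhibition above the campaign mean inhibition of all tested compounds plus 3 SD, cut at about 20% in these data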;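 note: 0% = DMSO wells given NPY plus isoproterenol and 100% = isoproterenol alone without NPY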
Target sequence (P25929 whole entry, looked up): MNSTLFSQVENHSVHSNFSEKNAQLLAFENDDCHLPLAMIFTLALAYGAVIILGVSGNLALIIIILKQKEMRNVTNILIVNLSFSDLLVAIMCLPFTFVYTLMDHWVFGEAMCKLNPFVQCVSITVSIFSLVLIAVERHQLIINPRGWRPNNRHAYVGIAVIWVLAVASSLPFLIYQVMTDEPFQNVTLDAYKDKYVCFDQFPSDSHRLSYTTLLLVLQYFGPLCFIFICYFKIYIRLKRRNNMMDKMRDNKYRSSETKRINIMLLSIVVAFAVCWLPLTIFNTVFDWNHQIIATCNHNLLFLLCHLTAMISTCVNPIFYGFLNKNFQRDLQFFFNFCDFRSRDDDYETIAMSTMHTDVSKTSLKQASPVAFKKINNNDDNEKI
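Benchmarks – high control isoproterenol alone, low control NPY with isoproterenol · Material – HEK293 Y1/CNG channel cell line · Times – dye 3 h, compound 60 min room temperature, stimulation 45 min · Probe or stimulus – NPY (25 nM), isoproterenol (1 µM), Ro 20-1724 (25 µM) · Evaluation – % inhibition of NPY effect · Signal – fluorescence, membrane potential probe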
PPC-1+TRAIL kill: compounds killing PPC-1 cancer cells with TRAIL present (potentiator screen, no TRAIL-free arm). PPC-1 cells + TRAIL, ATPLite viability luminescence. 220,000 compounds, 0.41% hits. cell killing (% activity), % at 4 µM;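 active = cell killing above 50% in the first pass at 4 µM, then a duplicate retest at 5 µM averaging 50% or more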;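 note: plate controls were cells with TRAIL plus DMSO for no effect and medium-only wells lacking cells for full effect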
EP2 mod: modulators of human EP2 prostaglandin E2 receptor; 260,000 compounds, 0.83% hits; EP2-expressing cells, cAMP HTRF FRET, PGE2 co-stimulation; induction, % at 25 µM; AID 940;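 active = compounds whose cAMP rise, as percent of the full-agonist control response, exceeds 60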;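 note: rat C6 glioma line stably carrying human EP2 under a CMV promoter; the protocol text gives 20 µM as final concentration; 100% = response of wells given 1 µM PGE2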
NPY1 pot ag: potentiates or activates human NPY-Y1 receptor; P25929; NPY-Y1 expressing cells, potentiator/agonist activation; activation, % at 3.6 µM; 220,000 compounds, 0.37% hits; in the data active = activation above about 33%, passing the limit was not always enough;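 note: cells stimulated with NPY at EC10 then isoproterenol at EC100; 0% = low agonist plus stimulus and 100% = saturating agonist plus stimulus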
TRPML3 ag: agonists of human TRPML3 channel. Q8TDD5. 220,000 compounds, 0.29% hits. activation, % at 3 µM. HEK293 TRPML3-YFP, Fluo-8 calcium fluorescence; 100% = the carbachol control signal;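 active = activation above its plate's cutoff, the mean activation of the plate's test wells plus 3 SD, cut at about 12% in these data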;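 note: 0% = DMSO only wells and 100% = carbachol wells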
Target sequence (Q8TDD5 whole entry, looked up): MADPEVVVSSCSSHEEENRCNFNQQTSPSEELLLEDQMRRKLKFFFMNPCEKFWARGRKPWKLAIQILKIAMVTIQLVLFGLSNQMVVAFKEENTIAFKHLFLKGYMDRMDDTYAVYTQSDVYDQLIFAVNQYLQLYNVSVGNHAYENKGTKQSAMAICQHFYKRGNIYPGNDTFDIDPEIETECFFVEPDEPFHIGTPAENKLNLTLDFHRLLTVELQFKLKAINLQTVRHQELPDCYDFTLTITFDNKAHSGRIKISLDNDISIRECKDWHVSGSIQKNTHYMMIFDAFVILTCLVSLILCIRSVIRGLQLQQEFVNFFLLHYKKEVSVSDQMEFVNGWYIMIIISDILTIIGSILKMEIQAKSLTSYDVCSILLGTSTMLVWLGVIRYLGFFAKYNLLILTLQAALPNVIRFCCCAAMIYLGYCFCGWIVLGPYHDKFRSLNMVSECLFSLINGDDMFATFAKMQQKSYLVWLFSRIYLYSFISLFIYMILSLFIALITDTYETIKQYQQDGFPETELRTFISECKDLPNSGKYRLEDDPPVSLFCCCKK
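Test system: HEK293 cells stably carrying human TRPML3-YFP; Doses: single dose, 3 µM final nominal compound, 0.3% DMSO final; Schedule: dye loading 1 h 37 °C then 30 min ambient, 125 s read; Technique: Fluo-8 calcium fluorescence; Benchmarks: high control carbachol 87 µM, low control DMSO.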
14-3-3 Bad PPI: disrupts binding of bovine 14-3-3 zeta to phospho-Bad peptide; P63103; TR-FRET 14-3-3zeta/Dy647-pBad peptide displacement, 1 h; inhibition, % at 21.7 µM; 220,000 compounds, 0.71% hits; AID 781;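 active = inhibition above about 70%, limit read from the data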;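 note: 0% = full 14-3-3 plus peptide FRET controls and 100% = background without 14-3-3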
Starred values were filed as active, the others as inactive; & = joins results of further samples; ! = repeats disagree; [ ] = dose if it differs, or a comment.

For O=c1cc(/C=C/c2ccccc2)oc2ccccc12 the results were EP2 antag 5, CHOP inhibitor 74*, zfTRPN1 agonist -0.2, NPY-Y1 antag 4, PPC-1+TRAIL kill 10, EP2 mod -21, NPY1 pot ag -18, TRPML3 ag -1.1 and 14-3-3 Bad PPI 5[fluorescence artefact?].
For COC(=O)c1ccc(S(=O)(=O)NNC(=O)c2ccc(S(=O)(=O)N3CCCCC3)cc2)cc1 the results were EP2 antag 8, CHOP inhibitor -8, zfTRPN1 agonist 0.1, NPY-Y1 antag 4, PPC-1+TRAIL kill -9, EP2 mod 24, NPY1 pot ag 15, TRPML3 ag 0.5 and 14-3-3 Bad PPI 12[fluorescence artefact?].
Screening Cc1cc(O)c(/C=N/OCc2ccc(Cl)cc2Cl)c(=O)o1 returned EP2 antag 5, CHOP inhibitor 11, zfTRPN1 agonist 0.6, NPY-Y1 antag 1, PPC-1+TRAIL kill 16, EP2 mod 15, NPY1 pot ag -3, TRPML3 ag 0.7 and 14-3-3 Bad PPI -7.
`CCOC(=O)c1c(C)[nH]c(C(=O)COC(=O)/C=C/c2ccc(OC(F)F)cc2)c1C` gave EP2 antag 1, CHOP inhibitor 2, zfTRPN1 agonist 2.1, NPY-Y1 antag -1, PPC-1+TRAIL kill 5, EP2 mod -2, NPY1 pot ag -2, TRPML3 ag 0.1 and 14-3-3 Bad PPI 2.
Screening CCOc1ccc(NC(=O)N2CCC(c3ccc(C)cc3)C2)cc1 (configuration not stated) returned EP2 antag 14, CHOP inhibitor 37, zfTRPN1 agonist -0.9, NPY-Y1 antag 5, PPC-1+TRAIL kill 6, EP2 mod -37, NPY1 pot ag -15, TRPML3 ag -0.1 and 14-3-3 Bad PPI -2.
Screening Cn1c(N)c(C(=O)COc2ccc(C#N)cc2)c(=O)n(C)c1=O returned EP2 antag 8, CHOP inhibitor 5, zfTRPN1 agonist 1.5, NPY-Y1 antag -1, PPC-1+TRAIL kill 9, EP2 mod -2, NPY1 pot ag 4, TRPML3 ag 1.2 and 14-3-3 Bad PPI 4.
Screening CC(=O)c1ccc(/C=C/c2nc3ccccc3n2C)o1 returned EP2 antag 4, CHOP inhibitor -15, zfTRPN1 agonist 2.3, PPC-1+TRAIL kill 29, EP2 mod -33, NPY1 pot ag 23, TRPML3 ag 0.5 and 14-3-3 Bad PPI -2.
`Nc1nc(-c2nc3ccccc3[nH]2)cs1` gave EP2 antag 5, CHOP inhibitor 5, zfTRPN1 agonist -0.2, NPY-Y1 antag 2, PPC-1+TRAIL kill -16, EP2 mod 24, NPY1 pot ag -23, TRPML3 ag -0.1 and 14-3-3 Bad PPI -6.
Screening O=C(Nc1ccccc1N1CCOCC1)c1cccnc1 returned EP2 antag 13&3, CHOP inhibitor 10, zfTRPN1 agonist -0.6, NPY-Y1 antag 6, PPC-1+TRAIL kill 27, EP2 mod 14&19, NPY1 pot ag -3, TRPML3 ag 0.6 and 14-3-3 Bad PPI -10.
`COC(=O)c1cc(C(=O)Nc2ccc(S(N)(=O)=O)cc2)cc([N+](=O)[O-])c1` gave EP2 antag 5, CHOP inhibitor -9, zfTRPN1 agonist 1.7, NPY-Y1 antag 3, PPC-1+TRAIL kill 5, EP2 mod -12, NPY1 pot ag 8, TRPML3 ag 0.9 and 14-3-3 Bad PPI 3.
COc1cc(NC(=O)c2cccs2)c(C(=O)OCC(=O)NC(C)c2ccccc2)cc1OC (configuration not stated) was read as EP2 antag 6, CHOP inhibitor 10, zfTRPN1 agonist -0.5, NPY-Y1 antag 14, PPC-1+TRAIL kill -3, EP2 mod 18, NPY1 pot ag -6, TRPML3 ag -0.3 and 14-3-3 Bad PPI -6.
For COc1ccc(C2CC(=O)c3cnc(NC(=O)c4ccccc4OC)nc3C2)c(OC)c1 (configuration not stated) the results were EP2 antag 9, CHOP inhibitor 10, zfTRPN1 agonist -2.1, NPY-Y1 antag 14, PPC-1+TRAIL kill 16, EP2 mod -10, NPY1 pot ag -16, TRPML3 ag -0.8 and 14-3-3 Bad PPI 8[fluorescence artefact?].
Screening N#CCCn1c(C2CCCCC2)nc2ccccc21 returned EP2 antag 26, CHOP inhibitor 14, zfTRPN1 agonist -0.7, NPY-Y1 antag 1, PPC-1+TRAIL kill -8, EP2 mod -6, NPY1 pot ag -3, TRPML3 ag 0.9 and 14-3-3 Bad PPI -8.
Screening Cc1cccc(Nc2c([N+](=O)[O-])cc(C(=O)N3CC(=O)Nc4ccccc43)cc2[N+](=O)[O-])c1 returned EP2 antag 8, CHOP inhibitor 51, zfTRPN1 agonist -2.0, NPY-Y1 antag -5, PPC-1+TRAIL kill -9, EP2 mod 15, NPY1 pot ag -6, TRPML3 ag 0.4 and 14-3-3 Bad PPI -14.
`CCOc1ccc(C(=O)OCC(=O)c2c(N)n(C)c(=O)n(C)c2=O)cc1OCC` gave EP2 antag 13, CHOP inhibitor 19, zfTRPN1 agonist -0.8, NPY-Y1 antag 4, PPC-1+TRAIL kill 14, EP2 mod 24, NPY1 pot ag 2, TRPML3 ag 0.8 and 14-3-3 Bad PPI 3.
For Cc1cc(C(=O)N/N=C/c2c(C)n(C)c3ccccc23)n[nH]1 the results were EP2 antag 9, CHOP inhibitor 24, zfTRPN1 agonist 2.7, NPY-Y1 antag -2, PPC-1+TRAIL kill 7, EP2 mod -24, NPY1 pot ag -4, TRPML3 ag 0.7 and 14-3-3 Bad PPI 8.
CCN(CC)CCNc1ncnc2c1sc1nc(N3CCOCC3)c3c(c12)CC(C)(C)SC3 was read as EP2 antag 2, CHOP inhibitor 22, zfTRPN1 agonist 0.2, NPY-Y1 antag 8, PPC-1+TRAIL kill 37, EP2 mod 5, NPY1 pot ag -45, TRPML3 ag 1.1 and 14-3-3 Bad PPI -25.
`O=C(Nc1ccc(Cl)cc1)Nc1nnc(/C=C/c2ccccc2)s1` gave EP2 antag 6, CHOP inhibitor 47, zfTRPN1 agonist 2.7, PPC-1+TRAIL kill 23, EP2 mod 12, NPY1 pot ag 9, TRPML3 ag 0.1 and 14-3-3 Bad PPI 10.
For CCN(CC)CCOc1ccc(/C(=C(/Cl)c2ccccc2)c2ccccc2)cc1 the results were EP2 antag 11, CHOP inhibitor 99*, zfTRPN1 agonist -1.2, NPY-Y1 antag 13, PPC-1+TRAIL kill -2, EP2 mod 50, NPY1 pot ag -5, TRPML3 ag 0.9 and 14-3-3 Bad PPI 78*.
COc1ccccc1Oc1ccc(S(=O)(=O)Nc2cccnc2)cc1 was read as EP2 antag 5, CHOP inhibitor 45, zfTRPN1 agonist 9.4, NPY-Y1 antag -2, PPC-1+TRAIL kill -3, EP2 mod -18, NPY1 pot ag -42, TRPML3 ag 2.8 and 14-3-3 Bad PPI 5.
For COCCNC(=O)CCCCCN1C(=O)CCC1=O the results were EP2 antag 11, CHOP inhibitor -18, zfTRPN1 agonist 1.5, NPY-Y1 antag -1, PPC-1+TRAIL kill 30, EP2 mod -1, NPY1 pot ag 3, TRPML3 ag 1.4 and 14-3-3 Bad PPI -8.
Screening Cc1ccc2cc(CCNC(=O)c3cccs3)c(=O)[nH]c2c1C returned EP2 antag 7, CHOP inhibitor -12, zfTRPN1 agonist -0.1, NPY-Y1 antag 0, PPC-1+TRAIL kill 3, EP2 mod -19, NPY1 pot ag -17, TRPML3 ag 0.4 and 14-3-3 Bad PPI 7[fluorescence artefact?].
For COc1cccc(/C=N/NC(=O)c2c(-c3ccccc3)noc2C)c1O the results were EP2 antag 17, CHOP inhibitor 53, zfTRPN1 agonist 1.3, NPY-Y1 antag 4, PPC-1+TRAIL kill 31, EP2 mod 14, NPY1 pot ag -2, TRPML3 ag -0.1 and 14-3-3 Bad PPI -1.
`Cc1cccc(C2CC(c3ccc(F)cc3)Nc3nc(N)nn32)c1` (configuration not stated) gave EP2 antag 10, CHOP inhibitor 11, PPC-1+TRAIL kill 16, EP2 mod -6 and 14-3-3 Bad PPI 0.
For CCc1c(C)nc(SCC(=O)N2CCc3ccccc32)[nH]c1=O the results were EP2 antag 0, CHOP inhibitor 9, zfTRPN1 agonist 2.3, NPY-Y1 antag 7, PPC-1+TRAIL kill 17, EP2 mod 25, NPY1 pot ag 3, TRPML3 ag 0.7 and 14-3-3 Bad PPI 15.
Screening CC1(C)CC(Nc2ccc(Nc3ccccc3)cc2)CC(C)(C)N1 returned EP2 antag 60*!, CHOP inhibitor -43, zfTRPN1 agonist 2.2, PPC-1+TRAIL kill 20, EP2 mod -57&-31, NPY1 pot ag 15, TRPML3 ag 0.7 and 14-3-3 Bad PPI -8.
Cc1cccc(N2CCN(C(=O)c3ccc4c(c3)OCCO4)CC2C)c1 (configuration not stated) was read as EP2 antag 8, CHOP inhibitor -7, zfTRPN1 agonist -1.4, NPY-Y1 antag 3, PPC-1+TRAIL kill 1, EP2 mod -65, NPY1 pot ag -6, TRPML3 ag 0.4 and 14-3-3 Bad PPI -12.
Nc1nc(-c2ccc(Cl)cc2Cl)cn1N was read as EP2 antag 11, CHOP inhibitor 17, zfTRPN1 agonist -1.3, NPY-Y1 antag 3, PPC-1+TRAIL kill -21, EP2 mod -11, NPY1 pot ag 6, TRPML3 ag -0.5 and 14-3-3 Bad PPI -23[fluorescence artefact?].
`CCN1CCN(C(=O)c2cc(-c3cccnc3)nc3ccc(Br)cc23)CC1` gave EP2 antag 16, CHOP inhibitor -10, zfTRPN1 agonist 3.3, NPY-Y1 antag 5, PPC-1+TRAIL kill 7, EP2 mod -6, NPY1 pot ag -24, TRPML3 ag 0.7 and 14-3-3 Bad PPI 28.
Screening S=C(NCc1ccco1)N1CCN(C(c2ccccc2)c2ccccc2)CC1 returned EP2 antag 9, CHOP inhibitor 72*, zfTRPN1 agonist 0.0, NPY-Y1 antag -5, PPC-1+TRAIL kill 6, EP2 mod 32, NPY1 pot ag 4, TRPML3 ag -0.6 and 14-3-3 Bad PPI 2.
For O=C1NNC(c2ccccc2)=N/C1=C\c1ccco1 the results were EP2 antag 15, CHOP inhibitor 6, zfTRPN1 agonist 1.8, PPC-1+TRAIL kill -6, EP2 mod -23, NPY1 pot ag -7, TRPML3 ag 0.6 and 14-3-3 Bad PPI 17.
Cc1c(C(=O)N2CCOCC2)sc2ncnc(N3CCc4ccccc4C3)c12 was read as EP2 antag 18, CHOP inhibitor 10, zfTRPN1 agonist 0.1, NPY-Y1 antag 9, PPC-1+TRAIL kill -14, EP2 mod -1, NPY1 pot ag 1, TRPML3 ag 0.9 and 14-3-3 Bad PPI -6.

Screening data from PubChem.

These rows are one share of the data; the hit share may differ from the screen's.
